CaV13 ICDI inh: Primary screen for inhibitors of IQ motif and Ca2+-dependent inactivation inhibitor domain binding in CACNA1D, Förster resonance energy transfer in living cells, …. HEK cells, CFP/YFP FRET ICDI-IQ, plate reader, 10 min; percent FRET-ratio fall versus neutral wells. inhibition, % at 12.3 µM. actives 0.098% (n = 340,000);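 active = mean replicate inhibition of at least 30% and at least 1% of replicates passing that level; inconclusive = only one of the two criteria is met; inactive = neither criterion is met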;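 note: 0% = median of the neutral control wells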
HTR2A ag: mouse Htr2a agonists via beta-arrestin recruitment, primary screen, cell-based, luminescence. actives 0.66% (n = 360,000). AID 624169, 2012. CHO-K1 mHTR2A beta-arrestin complementation; percent of 30 µM serotonin response. activation, % at 7.6 µM. 5-hydroxytryptamine receptor 2A (Mus musculus), P35363;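 active = activation above a run cutoff, the mean activation of all tested compounds plus 3 SD, cut at about 14% in these data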;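 note: 0% = plate median of compound wells and 100% = 30 µM serotonin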
PDI turbidity: inhibitors of human PDI, primary screen, biochemical, turbidity, single point, plate reader. inhibition, % at 10 µM. actives 0.052% (n = 350,000). PDI insulin aggregation turbidity, A650, 90 min;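 active = mean inhibition across replicates of 30% or more, whatever share of single replicates reach that level; inconclusive = mean inhibition below 30% while every single replicate reaches 30%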;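 note: absorbance from insulin aggregation driven by PDI reduction with DTT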
aDG glyco act: activators of alpha-DG glycosylation, primary screen, uHTS, Pro5-aDG cells, AlphaScreen. alpha-DG glycosylation AlphaScreen (IIH6); 0% Pro5, 100% B10-LARGE cell signal. activation, % at 10 µM. actives 0.22% (n = 360,000);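 active = activation of at least 8% versus controls, or a plate z-score of at least 8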;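 note: Pro5 are CHO cells carrying HIG-tagged alpha-DG that lacks glycosylation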
MC4R antag cAMP: MC4R antagonists of cAMP signaling, primary screen, cell-based, TR-FRET, antagonist arm of biased-ligand search; Melanocortin receptor 4 (Homo sapiens), P32245; MC4R-expressing cells, MTII-stimulated cAMP, LANCE TR-FRET; inhibition, % at 6.5 µM; actives 0.48% (n = 360,000);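 active = inhibition above its plate's cutoff, the mean of tested wells on that plate plus 3 SD, cut at about 29% in these data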;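 note: 0% = Melanotan II alone and 100% = Melanotan II plus saturating MCL0020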
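Assay system: U2OS-MC4R stable cell line; Also added: Melanotan II; Technique: Eu-cAMP/anti-cAMP TR-FRET, emission 671 nm; Times: 30-min compound, 1-h challenge, 1-h detection, room temperature.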
Cardio protect: cardioprotection against H2O2-induced cell death, primary screen, uHTS, H9c2 cells, ATPLite luminescence; H9c2 cardiomyocytes, H2O2 injury protection, 2 h; actives 0.63% (n = 360,000); protection from H2O2 cell death, % at 20 µM; AID 588492, 2011;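 active = compounds giving at least 50% protection of heart cells from peroxide-induced death in the single-dose screen, raw or plate-pattern-corrected value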;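 note: 0% = DMSO wells with peroxide and 100% = DMSO wells without peroxide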
MC4R barr agon: MC4R agonists recruiting beta-arrestin, primary screen, cell-based, luminescence, agonist arm of biased-ligand search; Melanocortin receptor 4 (Homo sapiens), P32245; U2OS MC4R beta-arrestin complementation; percent of melanotan II response, DMSO zero; activation, % at 8.9 µM; actives 0.98% (n = 360,000); AID 540308, 2011;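 active = activation above a per-plate cutoff, the mean activation of sample wells on that plate plus 3 SD, cut at about 8% in these data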
Vif inh: HIV Vif self-association inhibitors, primary screen, imaging, HEK293T, single point; HEK293T cells, Vif self-association by quenched fluorescence, 24 h; inhibition, % at 7.49 µM; actives 0.35% (n = 340,000); in the data active = inhibition above about 50%, passing the limit was not always enough; inconclusive = no clear call, values can overlap the other calls; inactive = below about 31%; note: some results filed as inactive read as strong as hits
N-glyco inh: increase of ERlucT glycosylation luciferase signal, primary screen, N-linked glycosylation inhibitor project, D54 ERlucT cells, luminescence, set 2; D54 ERlucT glycosylation luciferase reporter, 24 h; percent of 100 nM tunicamycin response; reporter increase, % at 12.5 µM; AID 588692, 2011; actives 0.23% (n = 360,000);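 active = mean luciferase reporter signal, scaled so untreated is 0 and the glycosylation-blocking control 100, at or above a set limit in every replicate; inconclusive = mean reaches the limit but not every replicate does; inactive = mean below the limit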;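 note: luciferase carries N-glycosylation sites so blocking glycosylation raises the light; 0% = median of neutral control wells and 100% = median of 100 nM tunicamycin wells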
ABCB6 inh MLPCN: ABCB6 transporter inhibitors, primary screen, K562-ABCB6 cells, flow cytometry, MLPCN library | K562-ABCB6 porphyrin accumulation, 1 h; hits give low values | fluorescence ratio to DMSO, % at 10 µM | ATP-binding cassette sub-family B member 6 (Homo sapiens), Q9NP58 | AID 602162, 2011 | actives 0.19% (n = 360,000);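 active = fluorescence ratio to DMSO below 75%, the collection mean minus 3 SD; inconclusive = too few cells collected in the well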;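 note: signal is porphyrin accumulated inside mitochondria; 100% equals median channel fluorescence of DMSO control wells; lower ratio means ABCB6 inhibition with less porphyrin fluorescence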
Target sequence (Q9NP58 whole entry, looked up): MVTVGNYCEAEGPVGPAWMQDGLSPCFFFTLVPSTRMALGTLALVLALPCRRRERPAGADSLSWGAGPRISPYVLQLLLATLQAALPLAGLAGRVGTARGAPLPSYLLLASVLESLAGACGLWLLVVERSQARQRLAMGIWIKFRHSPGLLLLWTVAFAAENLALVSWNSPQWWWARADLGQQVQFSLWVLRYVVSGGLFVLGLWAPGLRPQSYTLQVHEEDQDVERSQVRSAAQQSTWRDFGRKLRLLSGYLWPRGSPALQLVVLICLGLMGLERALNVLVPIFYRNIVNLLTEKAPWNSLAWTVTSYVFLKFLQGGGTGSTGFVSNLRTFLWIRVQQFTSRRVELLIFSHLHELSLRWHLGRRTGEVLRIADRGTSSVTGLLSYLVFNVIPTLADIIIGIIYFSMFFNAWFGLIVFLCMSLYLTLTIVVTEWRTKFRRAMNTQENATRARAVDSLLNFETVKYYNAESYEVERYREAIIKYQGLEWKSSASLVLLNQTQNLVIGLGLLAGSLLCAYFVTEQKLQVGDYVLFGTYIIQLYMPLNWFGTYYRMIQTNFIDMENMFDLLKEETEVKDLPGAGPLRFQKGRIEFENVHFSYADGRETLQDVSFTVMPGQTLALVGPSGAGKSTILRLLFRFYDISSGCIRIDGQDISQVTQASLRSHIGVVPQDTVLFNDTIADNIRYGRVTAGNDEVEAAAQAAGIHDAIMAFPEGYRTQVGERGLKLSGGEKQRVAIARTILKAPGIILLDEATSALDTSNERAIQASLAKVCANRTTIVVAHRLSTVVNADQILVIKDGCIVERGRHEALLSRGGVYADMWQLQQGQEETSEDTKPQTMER
Numbers without * were called inactive; i = inactive; ? = inconclusive; / = no result given. This is a random part of the collection; any-hit rate near 3.6%.

SMILES	CaV13 ICDI inh	HTR2A ag	PDI turbidity	aDG glyco act	MC4R antag cAMP	Cardio protect	MC4R barr agon	Vif inh	N-glyco inh	ABCB6 inh MLPCN
CCOc1cc(S(=O)(=O)NCc2ccc(OC)cc2)c(OCC)cc1-n1cnnn1	-2	-3	1	-0.2	-14	6	-0.7	6	30*	101
O=C(NCCCN1CCC(Cc2ccccc2)CC1)C1CC(=O)N(C2CCCCCC2)C1 (stereo not drawn)	-9	-3	18	0.1	1	-2	-2.6	-4	0	103
Cc1ccnc(NS(=O)(=O)c2ccc(Cl)nc2)c1	-2	2	-2	-0.1	22	7	-0.4	-13	0	95
COc1ccc([C@H]2CC(=O)C=C(c3cccc(OC)c3OC)C2)cc1OC	-11	1	-2	1.5	-2	-17	-2.0	-10	-1	91
C[C@@H]1CN([C@H](C)CO)C(=O)CCCn2cc(nn2)CO[C@H]1CN(C)C(=O)Nc1ccccc1C(F)(F)F	-7	1	1	0.1	9	3	0.9	-1	1	101
COc1ccc(C)cc1NC(=O)c1cc2c(=O)n3ccccc3nc2n1C	-2	-2	2	0.0	-7	19	-0.1	25	2	98
Cc1nnc(SCC(=O)Nc2cccc(S(=O)(=O)NC3=NCCCCC3)c2)n1Cc1ccccc1	9	-1	6	0.1	3	-3	0.3	6	-1	94
Cc1cc(Br)c(S(=O)(=O)n2nnc3ccccc32)cc1C	/	2	-3	-0.1	17	3	-1.0	-3	0	102
O=C(Cc1cccc2ccccc12)NN1C(=O)C2C(C1=O)C1C=CC2C12CC2 (stereo not drawn)	-5	5	8	0.0	4	5	1.4	3	-1	103
Cc1ccc(NC(=O)CSc2nc(NS(=O)(=O)c3ccc(C)cc3)cc(=O)[nH]2)cc1	-6	-6	9	-0.2	-9	-2	1.9	-4	4	97
CCOc1ccccc1NC(=O)CCNS(=O)(=O)c1ccc2[nH]c(=O)oc2c1	-13	7	7	0.3	5	2	-1.6	-7	4	99
Brc1cc2c(cc1/C=N/Nc1nc(N3CCCC3)nc(N3CCOCC3)n1)OCO2	-5	0	3	-0.3	5	63*	0.4	-11	-5	90
CSc1cc(-c2ccc(Cl)cc2)c(C(=O)NC(C)C)s1	/	5	-8	0.0	23	-3	3.4	11	-2	92
O=C(NC1=NCCS1)c1cccs1	-3	-3	7	-0.2	12	-12	-1.5	4	1	100
COc1cc(C(=O)N2C(=O)c3cccc(N)c3C2=O)cc(OC)c1OC	-3	-2	-3	-0.1	4	1	-0.8	-11	0	102
O=C1Nc2ccc(Br)cc2/C1=C/C(=O)c1ccccc1	-4	3	-6	-0.4	5	-19	-3.2	-2	16	97
CC(C(=O)NCc1ccccc1)n1cc([N+](=O)[O-])cn1 (stereo not drawn)	-22	-1	-1	0.1	14	-4	-0.7	-3	-2	104
Cc1cc(C)c2nc(N3C(=O)C(O)=C(C(=O)c4ccco4)C3c3cccc(O)c3)sc2c1 (stereo not drawn)	-5	-5	0	-0.3	8	3	-0.8	16	0	102
CCOC(=O)N1CCN(C(=O)C2CCCN(S(=O)(=O)c3ccc(C)cc3)C2)CC1 (stereo not drawn)	-3	2	9	0.1	5	-6	-1.9	9	-1	101
Cc1nc(N)nc(Cl)c1CCC1OCCO1	-2	11	13	0.5	1	3	-1.9	10	2	100
CCn1c(/C=C/N(C(C)=O)c2ccccc2)[n+](CCCS(=O)(=O)[O-])c2cc(Cl)c(Cl)cc21	-9	10	-29	0.7	-3	-2	-0.2	0	0	103
COc1ccc(C(=O)N[C@H](C(=O)OCc2nc3ccsc3c(=O)[nH]2)C(C)C)cc1	-14	6	1	0.1	1	4	-0.9	23	2	99
CC[C@H](C)[C@@H](CO)NC(=O)[C@H]1O[C@@H](n2ccc(=O)[nH]c2=O)[C@H](O)[C@@H]1O	-3	2	/	-0.4	/	11	/	-7	1	100
COc1ccccc1NC(=O)CSc1nnc(Cn2cnc3ccccc32)o1	-3	-1	-6	0.4	1	7	-1.1	7	3	100
OCCC1CN(Cc2ccon2)CCN1CCc1ccccc1 (stereo not drawn)	-3	1	3	0.7	-10	-11	2.0	-4	-1	104
Continued:
SMILES	CaV13 ICDI inh	HTR2A ag	PDI turbidity	aDG glyco act	MC4R antag cAMP	Cardio protect	MC4R barr agon	Vif inh	N-glyco inh	ABCB6 inh MLPCN
O=C(Nc1ccc2c(c1)OCO2)c1cc(-c2ccc(O)cc2)on1	-2	-3	-1	-0.1	-5	-9	11*	42	-3	100
COc1cccc(OCC(=O)Nc2ccccc2C(=O)Nc2ccc(C(=O)O)cc2)c1	/	2	0	-0.1	21	-3	-0.3	/	2	102
CC(=O)c1cc2c(cc1NC(=O)c1ccc(Cl)cc1)OCCO2	-4	-1	0	-0.3	5	-11	0.9	-3	0	103
CCNC(=O)c1ccccc1-c1nc(-c2ccccc2OC)no1	-5	-3	8	0.1	-7	3	-0.1	2	0	91
CCN(C(=O)CSc1ncccn1)c1c(N)n(Cc2ccccc2)c(=O)[nH]c1=O	-7	4	-8	0.0	2	2	-2.0	-3	5	99
COc1ccc(NC(=O)Nc2ccc3nonc3c2)cc1	-5	-5	12	0.0	-13	1	0.1	6	0	94
CCc1nc2c(OCCn3cccc3)cccn2c1N(C)C(=O)c1ccc(OC)cc1	-4	1	1	-0.2	-2	5	1.2	-5	-1	96
Cc1ccc(C2CC(=O)NC(SCc3ccccc3)=C2C#N)o1 (stereo not drawn)	/	3	-9	-0.1	0	2	0.4	4	-1	104
CNC(=O)Nc1cccc2cccnc12	-4	3	-5	-0.1	15	-1	0.4	0	2	97
Cc1ccc(S(=O)(=O)NC2(C(F)(F)F)C(=O)Nc3c2c(=O)[nH]c(=O)n3-c2ccccc2)cc1 (stereo not drawn)	-4	7	-1	-0.1	10	-7	0.7	5	2	100
CC(=O)c1cccc(NC(=O)CCc2nc3sc4c(c3c(=O)[nH]2)CCCC4)c1	-6	1	6	-0.1	6	14	-2.6	1	0	105
COc1ccc(OCC(=O)O/N=C(\N)c2ccc(OC)c(OC)c2)cc1	-5	-4	0	0.2	13	-2	-1.4	7	0	100
CCc1cc(CC)c(/C=N/NC(N)=O)c(CC)c1/C=N/NC(N)=O	-15	3	-3	-0.2	-1	-2	-0.4	-9	7	92
O=C(NCc1ccccc1)c1ccc(NC2=NC3CS(=O)(=O)CC3S2)cc1 (stereo not drawn)	/	4	-3	-0.1	0	-2	-2.2	29	0	106
COc1cccc(C(O)c2nc(/C=C/c3ccc(C(F)(F)F)cc3)cs2)c1 (stereo not drawn)	-5	4	1	-0.1	3	-6	-3.0	-4	1	96
COc1ccc(-c2ccc3c(c2)C2CC3CCN2Cc2ccc(OC(F)(F)F)cc2)cc1 (stereo not drawn)	-5	-2	-3	-0.2	12	-15	-3.6	-2	1	92
CCNc1nc(SC(C)C(=O)Nc2ccccc2)nc(N2CCOCC2)n1 (stereo not drawn)	-5	2	-18	-0.1	9	-2	-0.9	/	-4	96
CC1(C)CC(=O)c2sc(NS(=O)(=O)c3ccc(Br)cc3)nc2C1	-2	0	3	0.1	6	12	-1.6	1	2	100
COc1cc2c(cc1Cl)/C(=C\CCN(C)C)c1ccccc1S2	-4	-8	-18	1.2	-2	1	0.0	3	12	230
CCN1CCc2c(sc(NC(=O)c3ccc(S(=O)(=O)N(CC)c4ccccc4)cc3)c2C(N)=O)C1	-4	-1	-3	-0.2	17	-11	-0.6	i	13	147
Cn1c(=O)c2c(ncn2CC(=O)Nc2nccs2)n(C)c1=O	-5	3	-3	0.1	21	10	1.7	5	3	91
O=C(C1=C[C@@H]2[C@H]3C(=O)N(c4ccc(Cl)cc4)C(=O)[C@H]3[C@@H](C(=O)c3ccc(Cl)cc3)N2C=C1)c1ccccc1	-8	-5	-10	0.0	-3	2	-0.9	-2	0	119
CCOc1ccc(/C=N/N2C(C)CCCC2C)cc1OC (stereo not drawn)	-5	0	0	0.0	-1	1	0.3	4	1	98
COc1ccc(NC(=O)COC(=O)c2ccc([N+](=O)[O-])o2)cc1Cl	2	-3	1	-0.2	-1	18	-1.3	0	2	101
Cc1cc(O)cc2c1C1CCC3(C)C(=O)CCC3C1C=C2 (stereo not drawn)	-8	4	?	0.1	2	-6	0.9	2	0	113
Continued:
SMILES	CaV13 ICDI inh	HTR2A ag	PDI turbidity	aDG glyco act	MC4R antag cAMP	Cardio protect	MC4R barr agon	Vif inh	N-glyco inh	ABCB6 inh MLPCN
Cc1ccc(CN2CC(C(=O)Nc3ncccc3C)CC2=O)cc1 (stereo not drawn)	-6	3	-3	0.1	1	7	-2.7	9	1	102
COc1cc(/C=N/NC(=O)Cc2nnc(N)s2)cc(OC)c1OC	-13	6	-5	0.5	-9	2	3.5	-3	1	99
CC1CCN(S(=O)(=O)c2ccc(NC(=O)c3ccncc3)cc2)CC1	/	-7	2	0.6	1	-9	-2.4	-9	-1	93
COc1cccc(NC(=O)C(=O)NCC2CCCN2S(=O)(=O)c2cccs2)c1 (stereo not drawn)	-4	-3	0	-0.2	8	2	-3.2	-24	1	87
COc1ccc(C(=O)NC(=S)Nc2ccc(S(=O)(=O)Nc3cc(C)on3)cc2)cc1OC	1	2	5	-0.1	13	1	-4.1	-2	1	119
CCCCNC(=O)C1(C)CCCCN1Cc1ccc(-c2ccccc2)cc1 (stereo not drawn)	-7	-1	-5	0.0	15	-6	-0.1	-4	-5	98
O=C(CSc1ccccc1)Nc1nccs1	-6	6	17	0.4	4	0	-1.3	0	0	93
CC1(C)Oc2ccc(C(=O)NNC(=O)Nc3ccccc3)cc2NC1=O	-5	8	8	0.1	3	4	1.9	32	3	102
CC(=O)Nc1ccc(NC(=O)CSc2n[nH]c(-c3cccs3)n2)cc1	-4	2	12	0.0	0	-2	-2.2	/	1	90
O=C(N1CCOCC1)N1CCN(S(=O)(=O)c2ccccc2)C1	-4	1	6	-0.1	3	-5	-0.1	1	1	86
COc1ccc(CSc2nncn2C)cc1[N+](=O)[O-]	-3	1	2	0.0	10	3	-2.7	-3	2	101

Screens (PubChem)
